Assay outcomes deposited in PubChem BioAssay by several laboratories.
bIAP act: intestinal alkaline phosphatase (bovine) activation; purified bovine IAP, CDP-star luminescence, 30 min; stronger effect = higher value; fold of DMSO-control signal, blank-subtracted; 0.17% of 200,000 active; activation factor at 20 µM;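 active = activation factor of 2 or more at 20 µM, a signal rise over negative controls twice the positive control's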
FLuc inh counter: counter-screen for luciferase assay inhibitors: firefly luciferase inhibition. ATPLite firefly luciferase biochemical luminescence, 10 min. inhibition, % at 10 µM. 1.5% of 200,000 active. AID 1006;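 active = inhibition above about 50% when tested at 10 µM, limit read from the data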
Target sequence (P08659 whole entry, looked up): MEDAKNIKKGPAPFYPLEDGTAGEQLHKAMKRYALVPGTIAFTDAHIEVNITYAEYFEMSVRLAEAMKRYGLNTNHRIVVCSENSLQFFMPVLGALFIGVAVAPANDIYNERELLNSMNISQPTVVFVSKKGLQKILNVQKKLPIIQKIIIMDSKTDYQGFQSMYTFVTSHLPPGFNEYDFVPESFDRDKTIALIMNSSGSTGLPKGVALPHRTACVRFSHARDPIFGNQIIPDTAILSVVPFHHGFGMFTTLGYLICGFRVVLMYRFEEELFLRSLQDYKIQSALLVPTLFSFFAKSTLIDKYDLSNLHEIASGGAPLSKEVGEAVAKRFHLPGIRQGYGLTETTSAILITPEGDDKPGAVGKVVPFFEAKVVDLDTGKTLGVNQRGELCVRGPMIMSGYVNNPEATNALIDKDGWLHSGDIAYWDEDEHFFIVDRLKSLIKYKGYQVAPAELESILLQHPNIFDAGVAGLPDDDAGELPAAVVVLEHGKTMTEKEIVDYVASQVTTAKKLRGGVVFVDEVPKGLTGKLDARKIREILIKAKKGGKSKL
TNAP act hiacc: increases human TNAP activity under high phosphate acceptor concentration; P05186; purified TNAP, CDP-star luminescence, 1 M DEA, 30 min; stronger effect = higher value; 0 = EDTA background, 1 = DMSO-only activity; activation factor at 20 µM; 200,000 tested, under 10 active; AID 1136;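 active = activation factor at least 2 at 20 µM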
Target sequence (P05186 whole entry, looked up): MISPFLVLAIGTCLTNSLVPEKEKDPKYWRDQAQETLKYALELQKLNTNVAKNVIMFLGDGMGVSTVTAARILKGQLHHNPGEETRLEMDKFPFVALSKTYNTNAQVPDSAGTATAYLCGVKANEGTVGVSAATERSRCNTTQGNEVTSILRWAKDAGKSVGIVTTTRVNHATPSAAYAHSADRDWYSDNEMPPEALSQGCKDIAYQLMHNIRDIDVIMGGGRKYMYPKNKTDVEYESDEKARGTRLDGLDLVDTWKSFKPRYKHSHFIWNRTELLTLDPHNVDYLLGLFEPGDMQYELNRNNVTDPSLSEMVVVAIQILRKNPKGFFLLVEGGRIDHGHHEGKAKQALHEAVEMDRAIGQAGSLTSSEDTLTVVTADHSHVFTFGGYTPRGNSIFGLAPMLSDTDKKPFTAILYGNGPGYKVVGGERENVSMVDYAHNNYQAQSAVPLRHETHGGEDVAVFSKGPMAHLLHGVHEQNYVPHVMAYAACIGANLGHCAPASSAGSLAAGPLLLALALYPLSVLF
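system = human TNAP | amount = enzyme diluted 1/800 final | reagent = 100 µM CDP-star substrate | signal = luminescent substrate turnover signal | dosing = one dose, 20 µM | benchmarks = EDTA negative control, DMSO positive control | measure = activation factor | timing = 30 min reaction, room temperature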
PMI act satM6P: increases human PMI activity with near-saturating mannose 6-phosphate. 0.34% of 190,000 active. activation factor at 20 µM. P34949. coupled PMI enzyme assay, resazurin fluorescence, 20 min; stronger effect = higher value; 1 = untreated enzyme, 0 = substrate-free blank;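 active = activation factor of 2 or more at 20 µM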
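Test system: human phosphomannose isomerase with PGI, G6PDH, diaphorase coupling enzymes; Amount: PMI at 15 ng/mL final; Reagent: Mannose-6-phosphate 1.0 mM (near-saturating) plus 0.22 mM NADP+; Timing: 20 min, room temperature; Technique: resorufin fluorescence at Ex 544/Em 590 nm; Dosing: 20 µM single dose.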
TNAP inh hiacc: blocks human TNAP under high phosphate acceptor concentration. P05186. purified TNAP, CDP-star luminescence, 1 M DEA. inhibition, % at 20 µM. 0.03% of 200,000 active. AID 1135;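 active = over 50% inhibition of tissue-nonspecific alkaline phosphatase at 20 µM in the single-dose screen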;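 note: plate controls were DMSO wells for no effect and EDTA-quenched wells as full inhibition for full effect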
FLuc stim CS: firefly luciferase counter-screen for stimulation assays | P08659 | ATPlite luciferase biochemical, luminescence, 10 min; 0 = ATP-free wells, 1 = DMSO control | activation factor at 10 µM | 200,000 tested, under 10 active;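 active = luciferase activation factor, scaled between plate controls, of at least 2 with compound at 10 µM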
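test system = cell-free luciferase reagent | medium = PBS as buffer for the ATP substrate | dosing = test compounds dosed from 2 mM stocks in 100% DMSO | incubation = 10 min at ambient temperature | detection = luminescence measurement of luciferase light output | benchmarks = low control with PBS replacing ATP, high control enzyme plus ATP without compound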
APP 5'UTR act: APP 5'UTR luciferase reporter activation. SH-SY5Y APP 5'UTR luciferase reporter, luminescence; zero percent = DMSO vehicle wells. activation, % at 2 µM. 1% of 190,000 active;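 active = activation above a set limit, based on mean plus 3 SD of controls, cut at about 140% in these data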; note: values of inactives mirror those of a sister screen read the other way
NF-kB expr up: compounds increasing NF-kB expression in human neuronal cells; NF-kB reporter expression; stronger effect = higher value; fold change at 12.5 µM; 1.6% of 190,000 active; AID 1239; in the data active = fold change above about 3.3
TNAP inh noacc: inhibitors of human TNAP without phosphate acceptor; P05186; purified TNAP, CDP-star luminescence, 30 min; inhibition, % at 20 µM; 0.26% of 200,000 active; AID 1012;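 active = tissue-nonspecific alkaline phosphatase inhibition above about 50% at 20 µM in the single-dose screen, limit read from the data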;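 note: 0% = DMSO negative control and 100% = EDTA positive control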
PMI act: activators of human phosphomannose isomerase; P34949; purified human PMI, coupled resazurin fluorescence, 20 min; stronger effect = higher value; 1 = vehicle control, 0 substrate-free wells; activation factor at 20 µM; 0.005% of 190,000 active;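 active = activation factor of 2 or more at 20 µM, relative to plate controls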
* = called active by the depositor; x = no result given. Not a hit list; about 3.6% have a hit in one of these screens.

Below each SMILES – APP 5'UTR act | FLuc stim CS | TNAP act hiacc | bIAP act | PMI act satM6P | TNAP inh noacc | FLuc inh counter | NF-kB expr up | TNAP inh hiacc | PMI act
1	O=C(Nc1ccc2c(c1)C(=O)N(CC1CCCO1)C2=O)c1cccc(Br)c1 (stereo not given)
 : 6 | 0.9 | 1 | 0.9 | 0.9 | -7 | 11 | 1.3 | -4 | 0.9
2	CC(C)CCNC(=O)CN(C(=O)Cn1nnc(-c2ccc(F)cc2)n1)C1CCCC1
 : 4 | 1 | 1 | 0.9 | 1.1 | -12 | -2 | 0.96 | -1 | 1
3	CCOc1ccc(OC(=O)c2cccnc2)cc1
 : -4 | 0.9 | 1 | 0.9 | 0.9 | -3 | 7 | 1.2 | 1 | 0.9
4	Cc1ccc(S(=O)(=O)N2CCCC2CO)cc1 (stereo not given)
 : 5 | 1 | 1 | 0.9 | 0.9 | -11 | -4 | 1.1 | 0 | 0.9
5	Cc1cccc(N2C(S)=C(C#N)C(=O)NC23CCCCC3)c1
 : -2 | 1.1 | 1 | 0.8 | 1.1 | -6 | -5 | 0.68 | 1 | 1
6	Cc1cccc2cc(CN(C(=O)c3cnccn3)C3CCCCC3)c(Cl)nc12
 : 3 | 1.1 | 1 | 0.9 | 0.8 | -1 | -7 | 0.67 | 2 | 0.9
7	FC(F)Oc1ccc(NC(=S)NCc2nc3ccccc3[nH]2)cc1
 : 21 | 1 | 1 | 1.2 | 0.9 | -87 | -3 | 1.3 | -1 | 0.9
8	Cc1ccc(N(C)S(=O)(=O)c2cccc(C(=O)Nc3nc4ccccc4[nH]3)c2)cc1
 : -5 | 1 | 1.1 | 0.9 | 1.3 | -25 | -4 | 1.1 | -5 | 1.1
9	COc1ccc(S(=O)(=O)N2CCSC2c2ccc(OC)c(OC)c2)cc1 (stereo not given)
 : 1 | 0.9 | 1 | 1 | 1.2 | -2 | 5 | 0.95 | 3 | 1.1
10	COC(=O)c1c(NC(=O)C2c3ccccc3Oc3ccccc32)sc(C)c1C
 : 3 | 1 | 1 | 0.9 | 1 | -4 | -1 | 1.2 | -1 | 0.9
11	Cc1ccc(SCc2cc(=O)n3[nH]cnc3n2)cc1
 : -10 | 1 | 1 | 1.1 | 1.1 | -7 | 2 | 1.2 | 0 | 1.1
12	Cc1ccc(C2=CSC3=NS(=O)(=O)CCN23)cc1
 : -25 | 1 | 1 | 1 | 1 | -6 | -2 | 1.2 | 3 | 1
13	CC(=O)c1c(C)nc(-c2cccc([N+](=O)[O-])c2)n1O
 : 11 | 1.1 | 1 | 1.1 | 0.8 | -9 | -6 | 1.3 | -4 | 0.9
14	O=C(Nc1cccc(Br)c1)c1ccc(OC2CSC2)cc1
 : 149* | 0.4 | 1.1 | 0.8 | 0.9 | -5 | 58* | 3 | -5 | 0.9
15	CCOc1cc2nc(-c3ccc(OC)c(OC)c3)nc(N3CCOCC3)c2cc1OC
 : -2 | 1 | 1 | 1.1 | 0.9 | -3 | -2 | 0.81 | 1 | 0.9

Copied from the listing (2 entries):
Below each SMILES – APP 5'UTR act | FLuc stim CS | TNAP act hiacc | bIAP act | PMI act satM6P | TNAP inh noacc | FLuc inh counter | NF-kB expr up | TNAP inh hiacc | PMI act
1	O=C(Nc1ccc2c(c1)C(=O)N(CC1CCCO1)C2=O)c1cccc(Br)c1 (stereo not given)
 : 6 | 0.9 | 1 | 0.9 | 0.9 | -7 | 11 | 1.3 | -4 | 0.9
2	CC(C)CCNC(=O)CN(C(=O)Cn1nnc(-c2ccc(F)cc2)n1)C1CCCC1
 : 4 | 1 | 1 | 0.9 | 1.1 | -12 | -2 | 0.96 | -1 | 1

Returning to the listing with the 2 entries that preceded the break.
Below each SMILES – APP 5'UTR act | FLuc stim CS | TNAP act hiacc | bIAP act | PMI act satM6P | TNAP inh noacc | FLuc inh counter | NF-kB expr up | TNAP inh hiacc | PMI act
14	O=C(Nc1cccc(Br)c1)c1ccc(OC2CSC2)cc1
 : 149* | 0.4 | 1.1 | 0.8 | 0.9 | -5 | 58* | 3 | -5 | 0.9
15	CCOc1cc2nc(-c3ccc(OC)c(OC)c3)nc(N3CCOCC3)c2cc1OC
 : -2 | 1 | 1 | 1.1 | 0.9 | -3 | -2 | 0.81 | 1 | 0.9
16	COc1cc2c(cc1O)[C@H](Cc1ccc(Oc3cc(C[C@@H]4NCCc5cc(OC)c(O)cc54)ccc3O)cc1)NCC2
 : -19 | 1 | 1 | 0.9 | 0.6 | 4 | -4 | 0.51 | 5 | 1
17	CS(=O)(=O)N(CC(=O)NC1CC2CCC1C2)c1cccc(C(F)(F)F)c1 (stereo not given)
 : -9 | 1 | 1 | 1 | 1 | -9 | 2 | 1 | -1 | 0.9
18	CC(=O)N1c2ccccc2Nc2ccccc21
 : -7 | 1 | 1 | 1 | 1 | -11 | -4 | 1.1 | -4 | 1.1
19	C[C@@H]1O[C@@H](Oc2c(-c3cc(O)c(O)c(O)c3)oc3cc(O)cc(O)c3c2=O)[C@H](O)[C@H](O)[C@H]1O
 : 6 | 1.1 | 0.9 | 1.1 | 0.5 | 52* | -10 | 1.1 | 12 | 0.3
20	Cc1ccc2c(CC(=O)OC(C)C(=O)NCc3ccc4c(c3)OCO4)coc2c1 (stereo not given)
 : 0 | 1 | 1 | 0.9 | 0.8 | -7 | 0 | 1.4 | 4 | 0.9
21	O=C1NC(=Nc2ccc(F)cc2)CS1
 : -13 | 1 | 1 | 1 | 0.8 | -14 | -3 | 1.1 | -2 | 0.7
22	O=c1[nH]c2ccccc2c2ccccc12
 : 26 | 1 | 1.1 | 1.3 | 1 | -43 | 0 | 1.4 | -6 | 1
23	COc1cccc(/C=N/Nc2nn3cnnc3c3ccccc23)c1
 : -8 | 0.3 | 1 | 1.1 | 1 | -34 | 71* | 0.5 | 0 | 1
24	C=CCOc1c(CNn2nnnc2N)cccc1OC
 : 5 | 1.1 | 1 | 0.9 | 1.2 | -5 | -6 | 1.2 | -5 | 1.1
25	CCOc1ccc(CC(=O)C2=C(N3CCOCC3)CC(C)(C)CC2=O)cc1OCC
 : -11 | 1 | 1 | 1 | 1 | 2 | -3 | 1.5 | -1 | 1.3
26	N#Cc1cn(Cc2ccccc2)c(=O)[nH]c1=O
 : 2 | 1 | 1.1 | 1 | 1.1 | -5 | -4 | 0.94 | -8 | 1.1
27	CCCCN(C)C/C(O)=C(\C#N)c1nc(-c2ccccc2)cs1
 : -2 | 1 | 1 | 1.1 | 1.1 | -8 | -3 | 1.1 | -1 | 1
28	O=C(COc1ccc(Br)cc1Cl)NC(=O)Nc1ccc2c(c1)OCCO2
 : 64 | 0.9 | 1 | 1 | 0.9 | -2 | 5 | 1.8 | -4 | 1
29	CC(C)(C)c1cnnn1-c1ccc(NC(=O)c2ccc3c(c2)OCO3)cc1
 : 15 | 1 | 1.1 | 0.9 | 0.8 | -5 | 0 | 1.3 | -5 | 0.8
30	Cc1ccccc1C(=O)Nc1cccc(NC(=O)c2ncn[nH]2)c1
 : 2 | 1 | 1.1 | 1.1 | 0.9 | 7 | 5 | 1 | -6 | 1

Among those listed so far, these contain bromine.
Below each SMILES – APP 5'UTR act | FLuc stim CS | TNAP act hiacc | bIAP act | PMI act satM6P | TNAP inh noacc | FLuc inh counter | NF-kB expr up | TNAP inh hiacc | PMI act
1	O=C(Nc1ccc2c(c1)C(=O)N(CC1CCCO1)C2=O)c1cccc(Br)c1 (stereo not given)
 : 6 | 0.9 | 1 | 0.9 | 0.9 | -7 | 11 | 1.3 | -4 | 0.9
14	O=C(Nc1cccc(Br)c1)c1ccc(OC2CSC2)cc1
 : 149* | 0.4 | 1.1 | 0.8 | 0.9 | -5 | 58* | 3 | -5 | 0.9
28	O=C(COc1ccc(Br)cc1Cl)NC(=O)Nc1ccc2c(c1)OCCO2
 : 64 | 0.9 | 1 | 1 | 0.9 | -2 | 5 | 1.8 | -4 | 1

Further records follow.
Below each SMILES – APP 5'UTR act | FLuc stim CS | TNAP act hiacc | bIAP act | PMI act satM6P | TNAP inh noacc | FLuc inh counter | NF-kB expr up | TNAP inh hiacc | PMI act
31	N=C1/C(=C/c2ccc(OC(=O)c3ccco3)cc2)C(=O)N=C2SC=CN12
 : 1 | 1.1 | 1 | 0.9 | 1 | -13 | -7 | 1.2 | 3 | 1
32	COCC(=O)N(C)c1nnc(-c2ccc([N+](=O)[O-])cc2)s1
 : 9 | 1.1 | 1.1 | 1 | 1 | 14 | -6 | 1.2 | -5 | 1.1
33	CS(=O)(=O)N(CC(=O)NCc1ccc2c(c1)OCO2)c1ccccc1
 : -5 | 1.1 | 1 | 0.9 | 0.9 | -12 | -6 | 1.1 | -3 | 0.9
34	O=C(CSc1ncn[nH]1)NCCc1ccccc1
 : -7 | 1 | 1 | 1 | 1 | 3 | -4 | 1.1 | -4 | 0.9
35	O=C(NCCCN=C1NS(=O)(=O)c2ccccc21)c1ccc(S(=O)(=O)N2CCOCC2)cc1
 : x | 1 | 1 | 1 | 1 | -15 | -5 | 1 | -3 | 1
36	O=C(Nc1ccc(Br)cc1)N1CCCC(O)C1 (stereo not given)
 : 19 | 1 | 1 | 1.1 | 0.9 | -8 | -1 | 1.2 | -4 | 1
37	O=C(NCCN1CCOCC1)c1ccc(NC(=O)C2COc3ccccc3O2)cc1 (stereo not given)
 : -19 | 1 | 1 | 1 | 1 | -11 | -2 | 1.1 | 0 | 1
38	Cc1cc(=O)c(C(=O)O)cn1-c1ccc(C(C)C)cc1
 : 11 | 1 | 1 | 1.1 | 1 | -13 | -5 | 1.2 | -4 | 1
39	Cc1ccc(-n2c(C)nc3c(cnn3-c3ccc(C)c(C)c3)c2=O)cc1C
 : 5 | 1.1 | 1.1 | 0.9 | 1 | -8 | -10 | 0.87 | -10 | 0.9
40	CC(C)(C#N)Nc1ccccc1
 : -1 | 1 | 1 | 1 | 1 | -4 | -2 | 1.2 | 3 | 1
41	CCNc1nc(ON=C(C)C)nc(N(C)C)n1
 : 13 | 1 | 1 | 1 | 1.1 | -6 | -4 | 1 | -1 | 1.1
42	Cc1nc(CCNC(=O)Cc2ccc(Cl)cc2)cs1
 : -10 | 1.1 | 1 | 0.9 | 0.8 | -9 | -6 | 1.3 | 0 | 0.8
43	Cc1ccc2nc(-c3ccc(SCC(=O)N4CCc5ccccc54)nc3)[nH]c2c1
 : 134 | 0.2 | 1 | 0.8 | 1 | -18 | 78* | 1.3 | -2 | 0.9
44	O=C(Cn1cncn1)c1ccc(F)cc1F
 : -10 | 1 | 1 | 1.1 | 1 | -9 | 0 | 0.88 | 0 | 1
45	Cc1cc(S(=O)(=O)N2CCCC2C(=O)N2CCOCC2)c(C)cc1Cl (stereo not given)
 : -7 | 1.1 | 1 | 1 | 1.1 | -7 | -10 | 1.1 | -2 | 1.1
46	Cn1nnnc1SCSc1nnnn1C
 : -6 | 1 | 1.1 | 0.9 | 0.9 | -15 | -2 | 1.2 | -8 | 0.9
47	COc1ccc(NC(=O)c2cc(S(=O)(=O)NCC3COc4ccccc4O3)ccc2F)cc1 (stereo not given)
 : 1 | 1 | 1 | 0.8 | 0.8 | -4 | 1 | 1.1 | 2 | 0.7
48	COc1cc(NC(=O)COC(=O)c2cc(S(=O)(=O)N3CCCCC3)ccc2Cl)c(C)cc1[N+](=O)[O-]
 : 24 | 1 | 1 | 0.9 | 0.9 | 0 | 1 | 0.99 | 0 | 0.9
